High-throughput results as filed in PubChem.
RAM network inh: inhibitors of the yeast RAM network; S. cerevisiae dse1pr::URA3 reporter, 5-FOA growth OD615, 2 d; analog-sensitive cbk1-as2 kinase mutant strain; actives 1.8% (n = 190,000); AID 868; inhibition, % at 50 µM;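 active = inhibition above a set limit, 3 SD over mean compound inhibition, cut at about 8.4% in these data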;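 note: 0% = DMSO-only wells with no growth and 100% = 10 µM 1-NA-PP1 full growth; inhibition rescues growth on 5-FOA so higher OD means more RAM inhibition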
APP 5UTR inh: APP translation inhibition | SH-SY5Y APP 5'UTR-luciferase reporter, luminescence | inhibition, % at 2 µM | actives 0.82% (n = 190,000) | AID 1285;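 active = inhibition above a set limit, derived from the sample mean plus 3 SD, cut at about 45% in these data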; note: values of inactives mirror those of a sister screen read the other way
FLuc inhib CS: counter-screen for luciferase assay inhibitors: firefly luciferase inhibition; P08659; ATPLite firefly luciferase biochemical luminescence, 10 min; inhibition, % at 10 µM; actives 1.5% (n = 200,000);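 active = inhibition above about 50% when tested at 10 µM, limit read from the data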
Target sequence (P08659 whole entry, looked up): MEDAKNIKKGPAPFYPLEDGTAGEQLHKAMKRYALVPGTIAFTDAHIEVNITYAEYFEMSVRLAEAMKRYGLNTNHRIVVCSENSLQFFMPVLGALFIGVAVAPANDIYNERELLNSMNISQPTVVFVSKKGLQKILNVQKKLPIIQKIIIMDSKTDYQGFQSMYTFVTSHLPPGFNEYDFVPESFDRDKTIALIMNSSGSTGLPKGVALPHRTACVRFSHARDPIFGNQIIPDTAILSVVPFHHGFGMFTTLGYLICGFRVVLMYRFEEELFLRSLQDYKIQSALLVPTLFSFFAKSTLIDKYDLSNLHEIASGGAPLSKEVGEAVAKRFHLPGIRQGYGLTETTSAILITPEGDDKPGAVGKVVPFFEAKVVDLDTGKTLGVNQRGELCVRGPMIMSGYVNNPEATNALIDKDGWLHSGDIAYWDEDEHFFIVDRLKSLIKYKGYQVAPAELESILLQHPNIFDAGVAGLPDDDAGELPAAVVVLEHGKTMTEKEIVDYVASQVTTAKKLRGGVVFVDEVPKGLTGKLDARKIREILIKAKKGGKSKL
bIAP activator: intestinal alkaline phosphatase (bovine) activation. purified bovine IAP, CDP-star luminescence, 30 min; stronger effect = higher value; fold of DMSO-control signal, blank-subtracted. activation factor at 20 µM. actives 0.17% (n = 200,000);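 active = activation factor of 2 or more at 20 µM, a signal rise over negative controls twice the positive control's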
TNAP inh hiacc: TNAP (human) inhibition, high acceptor; purified TNAP, CDP-star luminescence, 1 M DEA; inhibition, % at 20 µM; actives 0.03% (n = 200,000); AID 1135;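 active = over 50% inhibition of tissue-nonspecific alkaline phosphatase at 20 µM in the single-dose screen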;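 note: plate controls were DMSO wells for no effect and EDTA-quenched wells as full inhibition for full effect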
Target sequence (P05186 whole entry, looked up): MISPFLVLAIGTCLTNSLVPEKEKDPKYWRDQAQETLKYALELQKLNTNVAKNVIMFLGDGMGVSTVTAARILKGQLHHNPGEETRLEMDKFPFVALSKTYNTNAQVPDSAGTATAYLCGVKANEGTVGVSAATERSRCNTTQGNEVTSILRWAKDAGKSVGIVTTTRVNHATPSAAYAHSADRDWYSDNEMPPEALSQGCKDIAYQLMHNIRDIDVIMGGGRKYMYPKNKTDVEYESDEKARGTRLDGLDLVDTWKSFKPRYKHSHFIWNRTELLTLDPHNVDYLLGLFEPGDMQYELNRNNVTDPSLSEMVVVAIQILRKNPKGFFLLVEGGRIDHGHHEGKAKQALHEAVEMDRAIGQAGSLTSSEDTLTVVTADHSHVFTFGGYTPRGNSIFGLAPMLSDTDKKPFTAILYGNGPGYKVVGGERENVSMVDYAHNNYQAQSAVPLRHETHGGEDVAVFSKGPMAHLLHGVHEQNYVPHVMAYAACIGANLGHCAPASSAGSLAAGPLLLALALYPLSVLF
FLuc stim CS: affects firefly luciferase, flagging false hits in luciferase stimulation screens. P08659. ATPlite luciferase biochemical, luminescence, 10 min; 0 = ATP-free wells, 1 = DMSO control. activation factor at 10 µM. 200,000 tested, under 10 active. AID 1027;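 active = luciferase activation factor, scaled between plate controls, of at least 2 with compound at 10 µM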
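Assay system – cell-free luciferase reagent · Medium – PBS-based ATP solution · Dosing – test compounds dosed from 2 mM stocks in 100% DMSO · Timing – 10 min, room temperature · Technique – light output (luminescence) · Measure – luminescence gain marking luciferase activators · Controls – No-ATP low control, compound-free enzyme-plus-ATP high control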
L major viab: inhibitors of Leishmania major promastigote growth; AID 1063; Leishmania major promastigotes, resazurin fluorescence viability; inhibition, % at 10 µM; actives 9% (n = 200,000); in the data active = inhibition above about 50%;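 note: promastigotes grown with compound for 44 hours at 28 °C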
TNAP act hiacc: TNAP (human) activation, high acceptor. P05186. 200,000 tested, under 10 active. purified TNAP, CDP-star luminescence, 1 M DEA, 30 min; stronger effect = higher value; 0 = EDTA background, 1 = DMSO-only activity. activation factor at 20 µM. AID 1136;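 active = activation factor at least 2 at 20 µM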
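system = human TNAP | amount = enzyme diluted 1/800 final | reagent = 100 µM CDP-star substrate | signal = luminescent substrate turnover signal | dosing = one dose, 20 µM | benchmarks = EDTA negative control, DMSO positive control | measure = activation factor | timing = 30 min reaction, room temperature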
bIAP inhibitor: blocks bovine intestinal alkaline phosphatase activity. purified bovine IAP, CDP-star luminescence, 30 min. AID 1019. 190,000 tested, under 10 active. inhibition, % at 20 µM;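 active = over 50% inhibition of intestinal alkaline phosphatase at 20 µM in the single-dose screen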
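Incubation: 30 min reaction at room temperature / Material: purified bovine intestinal alkaline phosphatase (IAP) enzyme / Input: enzyme at 1/65,000,000 dilution / Dosing: 20 µM single dose / Signal: CDP-star luminescence signal / Reagent: CDP-star chemiluminescent phosphatase substrate, 30 µM final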
TNAP inh no acc: blocks human TNAP activity with no phosphate acceptor present | actives 0.26% (n = 200,000) | purified TNAP, CDP-star luminescence, 30 min | AID 1012 | inhibition, % at 20 µM | P05186;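 active = tissue-nonspecific alkaline phosphatase inhibition above about 50% at 20 µM in the single-dose screen, limit read from the data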;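 note: 0% = DMSO negative control and 100% = EDTA positive control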
* marks the source's active call; other numbers are inactive results; · = not tested or not shown.

SMILES | RAM network inh | APP 5UTR inh | FLuc inhib CS | bIAP activator | TNAP inh hiacc | FLuc stim CS | L major viab | TNAP act hiacc | bIAP inhibitor | TNAP inh no acc
Cn1ncc([N+](=O)[O-])c1C(=O)Nc1ccn(Cc2ccccc2F)n1 | 3.2 | -8 | -9 | 0.9 | -4 | 1.1 | 17 | 1 | 11 | -11
Cc1cc(C(=O)c2ccc(C(C)(C)C)cc2)c(NC(=O)CCl)s1 | 3.1 | -2 | -4 | 1 | 1 | 1 | 96* | 1 | 2 | -9
Cc1cc(Br)cc2c(C(=O)Nc3c(C)n(C)n(-c4ccccc4)c3=O)cc(-c3cccs3)nc12 | 6.6 | 6 | -6 | 1 | -5 | 1.1 | 69* | 1.1 | 4 | -1
CCCNC(=O)NC(=O)COC(=O)c1cccc(NS(=O)(=O)c2ccc(F)c(F)c2)c1 | 3.5 | 1 | -4 | 1 | -5 | 1 | 55* | 1 | 1 | -5
Clc1ccccc1CSc1ncn(-c2ccccc2)n1 | 0.4 | -83 | 0 | 1.1 | -2 | 1 | 2 | 1 | -6 | -7
O=C(Cc1ccc(F)cc1)Nc1ccc(S(=O)(=O)N2CCCCC2)cc1 | 5.2 | -10 | -7 | 0.9 | -2 | 1.1 | 2 | 1 | 8 | -2
CC1(C)Cc2ccccc2C(=O)N1 | 0.3 | -7 | 0 | 1 | -3 | 1 | -2 | 1 | 1 | -10
CCN(CC)c1ccc(/C=N/N2CCOCC2)cc1 | 0.4 | -48 | 52* | 0.8 | -4 | 0.5 | -6 | 1 | 16 | -1
COc1ccc(C/C(C)=N/NC(=O)c2ccc(Cl)cc2)cc1 | 1.1 | -1 | 1 | 1 | -5 | 1 | -12 | 1 | -1 | -36
O=C(O)CP(=O)(c1ccccc1)c1ccccc1 | -0.6 | -4 | -11 | 1 | -5 | 1.1 | -4 | 1 | 0 | -3

Laid out differently: entries from further up.
The line under a structure holds: RAM network inh	APP 5UTR inh	FLuc inhib CS	bIAP activator	TNAP inh hiacc	FLuc stim CS	L major viab	TNAP act hiacc	bIAP inhibitor	TNAP inh no acc
> CC1(C)Cc2ccccc2C(=O)N1
    0.3	-7	0	1	-3	1	-2	1	1	-10
> Clc1ccccc1CSc1ncn(-c2ccccc2)n1
    0.4	-83	0	1.1	-2	1	2	1	-6	-7

Next section.
SMILES | RAM network inh | APP 5UTR inh | FLuc inhib CS | bIAP activator | TNAP inh hiacc | FLuc stim CS | L major viab | TNAP act hiacc | bIAP inhibitor | TNAP inh no acc
COCCNc1oc(-c2ccc(F)cc2)nc1C#N | 0.3 | -13 | 1 | 1 | 2 | 1 | -8 | 1 | -2 | -6
C=CCn1c(CCNC(=O)c2cccs2)nnc1SCC(=O)Nc1cccc(Cl)c1C | 0.8 | -10 | -5 | 1 | -3 | 1.1 | -4 | 1 | 1 | -10
O=C(CSc1nnc(-c2ccccc2)n1C1CCCCC1)N1CCCC1 | 0.3 | -12 | -1 | 0.9 | -3 | 1 | -6 | 1 | 10 | -8
O=C(NCc1cccnc1)c1cc(Sc2ccc(F)cc2F)nc2ccccc12 | -0.1 | -19 | -2 | 0.6 | -1 | 1 | 5 | 1 | 42 | -13
COc1ccc(CNC(=O)COC(=O)/C=C/c2ccc(S(=O)(=O)N3CCOCC3)cc2)cc1 | 3.8 | -11 | -2 | 1 | -5 | 1 | 3 | 1 | 0 | -10
CCOC(=O)C1=C(NC(=S)NC(=O)c2ccccc2)c2ccccc2CC1(C)C | 4.6 | -1 | -7 | 1 | 1 | 1.1 | 35 | 1 | 5 | 2
COC(=O)c1cccc(S(=O)(=O)N2CCN(c3nc4ccccc4s3)CC2)c1 | 2.9 | -17 | -6 | 1 | 2 | 1.1 | 0 | 1 | 4 | -5
CN1/C(=C\C(=O)C[n+]2ccc3ccccc3c2)C(C)(C)c2ccccc21 | 0.9 | -20 | -8 | 1 | -4 | 1.1 | 100* | 1 | 4 | -5
Cc1cc(Cl)c(OCCCN2CCCCC2)c(Br)c1 | 1.2 | 6 | -3 | 1 | 2 | 1 | 97* | 1 | 1 | -13
Cc1cc(C)c2nc(NC(=O)c3ccc4c(=O)n5c(nc4c3)CCCCC5)sc2c1 | 2.7 | 2 | -5 | 1 | -1 | 1 | 4 | 1 | 3 | -3
C/C(=N\NC(=O)c1ccncc1)c1ccc(N(C)C)cc1 | 1.8 | -13 | 7 | 1.1 | -3 | 0.9 | -2 | 1 | -9 | -2
Nc1nc(Br)c2ccccc2c1-c1ccc(F)cc1 | 3.0 | -10 | -6 | 1 | -3 | 1.1 | -8 | 1 | 3 | -12
Cc1ccc(C(C(=O)NC2CCCCC2)N2CCN(C(=O)c3ccco3)CC2)cc1 (stereo not given) | 2.1 | 3 | 0 | 1 | 1 | 1 | -3 | 1 | 0 | -2
COc1ccc(/C=N/NC(=O)c2cc(C(C)(C)C)[nH]n2)cc1COc1ccc(F)cc1F | 0.6 | -3 | -2 | 1.2 | -3 | 1 | 19 | 1 | -16 | -48
Cc1ccc([N+](=O)[O-])cc1-c1ccc(/C=C(\C#N)c2[nH]nc(N)c2C#N)o1 | 6.6 | -42 | -5 | 0.9 | 8 | 1.1 | 75* | 0.9 | 7 | -11
CCOc1ccccc1C(=O)Nc1nn[nH]n1 | 1.0 | -12 | -3 | 1.1 | -2 | 1 | 16 | 1 | -6 | -10
CCCCN(C)Cc1c(C)[nH]c2ccc(OCC)cc2c1=O | 1.2 | -8 | -8 | 0.8 | -2 | 1.1 | -2 | 1 | 16 | -1
CC(=O)Oc1ccc2c(=O)c(Oc3ccccc3)c(C)oc2c1OC(C)=O | 0.0 | -31 | 5 | 0.5 | 4 | 0.9 | -2 | 1 | · | 6
O=C1c2ccccc2C(=O)N1Nc1ccccc1 | -1.4 | 6 | -1 | 1 | 0 | 1 | 33 | 1 | 2 | -4
CCOC(=O)c1c(NC(=O)CSc2nnc(-c3cccnc3)o2)sc2c1CCC2 | 4.7 | 14 | -2 | 0.9 | 2 | 1 | -9 | 1 | 8 | -7
COc1ccc(CCNC(=O)c2ccccc2NC(=O)c2ccco2)cc1OC | 0.9 | 7 | -5 | 1 | -5 | 1.1 | 1 | 1 | 1 | -6
COc1ccc2ccc3c(c2c1)N=C[C@]1(O3)N(C)c2ccccc2C1(C)C | 0.7 | -14 | -6 | 0.9 | 2 | 1.1 | 16 | 1 | 6 | -6
O=c1c2c(-c3ccc([N+](=O)[O-])cc3)csc2nc2n1CCC2 | 5.4 | -2 | -3 | 0.9 | -6 | 1 | -3 | 1.1 | 7 | -10
CCOC(=O)c1[nH]cc(-c2ccccc2)c1N1CCOCC1 | 1.5 | 1 | -3 | 0.9 | 3 | 1 | 2 | 1 | 9 | -6
Cc1nnc(NC(=O)c2cccc(S(=O)(=O)N3CCc4ccccc43)c2)s1 | 4.8 | -11 | -10 | 0.9 | -9 | 1.1 | -7 | 1.1 | 10 | -14
O=[N+]([O-])c1ccc([N+](=O)[O-])c(Nc2ccc(N3CCOCC3)cc2)c1 | 4.1 | -5 | -1 | 1 | 9 | 1 | -1 | 0.9 | -2 | -2
CN(C)S(=O)(=O)c1ccc(C(=O)Nc2ccccn2)cc1 | -0.5 | -17 | 8 | 0.9 | -4 | 0.9 | -4 | 1 | 8 | -14
CCc1ccccc1N=C1S/C(=C/c2ccccc2OCC(=O)N2CCOCC2)C(=O)N1C | 2.1 | -8 | -6 | 1 | 2 | 1.1 | 46 | 1 | 2 | -8
CCOC(=O)c1cc(C#N)c(=S)[nH]c1C | -0.1 | -26 | 1 | 1 | -2 | 1 | -2 | 1 | 3 | -4
O=C(NCc1nnc(SCc2ccc(F)cc2)n1-c1ccccc1)C12CC3CC(CC(C3)C1)C2 | 0.8 | -5 | -8 | 1.1 | -8 | 1.1 | 19 | 1.1 | -5 | -2
COc1ccccc1Nc1nc(-c2ccccc2O)nc2ccccc12 | 3.9 | 3 | -6 | 1 | -7 | 1.1 | 13 | 1.1 | 1 | -9
Cc1c(C2Nc3ccccc3NC3=C2C(=O)CC(C)(C)C3)cnn1C (stereo not given) | 0.1 | -13 | -5 | 0.8 | 2 | 1 | 12 | 1 | 17 | -5
COc1ccc(Cn2c(CCC(=O)NCc3ccco3)nc3cccnc32)cc1 | 1.3 | -11 | -6 | 1 | -5 | 1.1 | 5 | 1.1 | 0 | -15
COC(=O)c1sccc1NC(=O)c1c(C)cc(=O)oc1C | 1.1 | 1 | -6 | 0.9 | -10 | 1.1 | -1 | 1.1 | 10 | -13
CC(C)c1nc2cc3ccccc3cc2[nH]1 | 1.8 | -8 | 4 | 0.9 | -6 | 1 | 41 | 1.1 | 7 | -3
CCCc1n[nH]c2c1C(=O)C(C(=O)OC)C(C)(C)C2 (stereo not given) | -0.4 | -29 | 0 | 1.3 | 3 | 1 | -7 | 1 | -26 | 61*
COc1cccc(-c2nnc(SCC(=O)Nc3cc(C)ccc3OC)n2N)c1 | 2.0 | -8 | -7 | 1 | -7 | 1.1 | -10 | 1.1 | 3 | 4
C[N+](C)(C)CCCCCC(=O)/C=N/O | -0.1 | -8 | -5 | 1.3 | -5 | 1.1 | -4 | 1 | -27 | -4
Cc1nc2ccccn2c1C(=O)N=Nc1c(O)n(CCC(C)C)c2ccccc12 | 2.6 | 2 | -4 | 0.9 | 5 | 1 | 67* | 1 | 9 | -1
Cc1cccc(C)c1Nc1nnc(SCc2nc3ccccc3s2)s1 | 2.5 | -129 | 26 | 1 | 4 | 0.7 | 8 | 1 | -3 | -13
Oc1cc2c(cc1C(c1ccc(Cl)c(Cl)c1)N1CCCC1)OCO2 (stereo not given) | -1.5 | 0 | 1 | 1.1 | -3 | 1 | 11 | 1 | -10 | -8
Cc1csc(SCC(=O)NCc2ccccc2)n1 | 0.3 | -2 | -5 | 1.2 | -6 | 1.1 | -2 | 1.1 | -17 | -32
C#CC(C)(CC)NC(=O)Cn1nnc(-c2cccc(C(F)(F)F)c2)n1 (stereo not given) | 0.5 | -23 | -4 | 0.8 | -8 | 1 | 4 | 1.1 | 19 | -8
COc1ccc(C(=O)/C=C/c2ccc(OC3CSC3)cc2)cc1 | 9.2* | -25 | 5 | 1 | 4 | 0.9 | 76* | 1 | -1 | -7
CCNC(=O)CC1C(=O)N(CC)C(=S)N1NC(=O)c1ccc(Cl)cc1 (stereo not given) | 0.8 | 5 | -2 | 0.9 | -6 | 1 | 5 | 1.1 | 6 | -12
Cc1ccc(SCCOCCN2CCc3ccccc3C2)cc1 | 0.1 | -7 | -6 | 0.8 | -4 | 1.1 | 92* | 1 | 19 | -8
CC(NC(=O)COC(=O)Cc1ccc(-c2ccccc2)cc1)c1ccccc1 (stereo not given) | 1.2 | 4 | -2 | 1.3 | 0 | 1 | -2 | 1 | -26 | -7
COc1ccc(CN2CCNC(=O)C2CC(=O)N2CCCCO2)cc1OC (stereo not given) | 0.4 | -18 | -2 | 1 | 1 | 1 | -2 | 1 | -2 | -2
